NPY-Y1 antag – NPY-Y1 receptor antagonists, primary screen, cell-based | Neuropeptide Y receptor type 1 (Homo sapiens), P25929 | HEK293-CNG Y1 cells, membrane potential fluorescence; NPY at EC95, then isoproterenol | inhibition, % at 3.6 µM | 200,000 tested, 1% active;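 active means inhibition above the campaign mean inhibition of all tested compounds plus 3 SD, cut at about 20% in these data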;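 further: 0% = DMSO wells given NPY plus isoproterenol and 100% = isoproterenol alone without NPY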
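System: HEK293 cells with Y1 receptor plus CNG channel / Probe or stimulus: NPY 25 nM then isoproterenol 1 µM plus Ro 20-1724 25 µM / Compound: one concentration, 3.6 µM, in 0.4% DMSO / Schedule: compound incubation 1 h at room temperature, readout 45 min post-stimulation / Measured by: membrane potential fluorescence / Read-out: % inhibition of NPY effect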
NCF1 inh – p47phox/p22phox peptide binding inhibitors, primary screen, biochemical, uHTS, NADPH oxidase regulatory subunit. 220,000 tested, 0.53% active. Neutrophil cytosol factor 1 (Homo sapiens), P14598. inhibition, % at 24.7 µM. fluorescence polarization, 2 h;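 active means inhibition above about 30%, limit read from the data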;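 further: 0% = p47phox with labelled peptide and 100% = labelled peptide alone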
Target sequence (P14598 whole entry, looked up): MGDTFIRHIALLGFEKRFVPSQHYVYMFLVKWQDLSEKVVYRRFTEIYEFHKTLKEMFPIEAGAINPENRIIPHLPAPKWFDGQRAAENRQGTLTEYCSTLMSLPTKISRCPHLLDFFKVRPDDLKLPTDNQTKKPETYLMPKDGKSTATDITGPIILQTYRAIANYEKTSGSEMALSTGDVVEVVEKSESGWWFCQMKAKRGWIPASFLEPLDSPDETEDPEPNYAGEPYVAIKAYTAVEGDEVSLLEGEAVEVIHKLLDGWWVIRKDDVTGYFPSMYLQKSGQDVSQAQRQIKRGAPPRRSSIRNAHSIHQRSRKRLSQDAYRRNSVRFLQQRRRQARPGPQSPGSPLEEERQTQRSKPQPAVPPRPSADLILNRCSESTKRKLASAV
S1P4 ag – S1P4 receptor agonists, primary screen, cell-based. AID 1509, 2009. S1P4-expressing cell line, agonist reporter assay. Sphingosine 1-phosphate receptor 4 (Homo sapiens), O95977. activation, % at 4.98 µM. 220,000 tested, 0.35% active; in the data active means activation above about 11%;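 further: 0% = DMSO vehicle and 100% = reference agonist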
BaF3 tox – parental Ba/F3 cell viability inhibition, counter-screen for JAK2V617F inhibitor project, murine pro-B, CellTiter-Glo luminescence. CellTiter-Glo ATP luminescence. inhibition, % at 5.6 µM. 220,000 tested, 1.1% active. AID 1486, 2009;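 active means inhibition above a per-campaign cutoff, the mean inhibition of all tested compounds plus 3 SD, cut at about 27% in these data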;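 further: 0% = DMSO wells and 100% = JAK Inhibitor I control wells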
NPY-Y2 PAM-ag – NPY-Y2 potentiators or agonists, primary screen, cell-based | Neuropeptide Y receptor type 2 (Homo sapiens), P49146 | cells expressing NPY-Y2, potentiator/agonist read-out | activation, % at 3.6 µM | 220,000 tested, 0.45% active; in the data active means activation above about 27%;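 further: cells stimulated with NPY near EC25 plus isoproterenol at EC100; 0% = vehicle plus submaximal agonist and 100% = vehicle plus saturating agonist; some results beyond the cut were filed as inactive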
Target sequence (P49146 whole entry, looked up): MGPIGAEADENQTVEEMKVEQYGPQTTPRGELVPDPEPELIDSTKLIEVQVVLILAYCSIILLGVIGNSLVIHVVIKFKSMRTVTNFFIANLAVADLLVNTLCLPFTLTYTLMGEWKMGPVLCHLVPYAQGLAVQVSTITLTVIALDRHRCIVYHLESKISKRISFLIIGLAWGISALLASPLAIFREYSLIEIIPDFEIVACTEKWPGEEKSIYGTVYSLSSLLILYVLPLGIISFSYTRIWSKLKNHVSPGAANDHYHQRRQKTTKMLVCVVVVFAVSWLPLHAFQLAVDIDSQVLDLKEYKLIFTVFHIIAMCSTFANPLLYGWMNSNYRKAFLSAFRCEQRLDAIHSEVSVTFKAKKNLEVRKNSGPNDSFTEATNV
CHOP inh – inhibitors of CHOP promoter induction, primary screen, cell-based, unfolded protein response, luciferase reporter. CHO-K1 CHOP-promoter luciferase, tunicamycin-induced, 15-18 h. inhibition, % at 10 µM. 220,000 tested, 3.8% active;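 active means compounds that reduced the stress-induced luciferase reporter signal by more than about 70% of percent inhibition, limit read from the data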;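 further: 0% = tunicamycin plus vehicle and 100% = wells without tunicamycin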
S1P4 antag – S1P4 receptor antagonists, primary screen, cell-based; S1P4-expressing cells, antagonist mode, reporter read-out; inhibition, % at 4.98 µM; 220,000 tested, 0.26% active; in the data active means inhibition above about 29%;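 further: 0% = wells stimulated with agonist and 100% = vehicle wells without agonist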
NPY-Y1 PAM-ag – NPY-Y1 receptor potentiators or agonists, primary screen, cell-based; Neuropeptide Y receptor type 1 (Homo sapiens), P25929; NPY-Y1 expressing cells, potentiator/agonist activation; activation, % at 3.6 µM; 220,000 tested, 0.37% active; AID 1304, 2008; in the data active means activation above about 33%, passing the limit was not always enough;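 further: cells stimulated with NPY at EC10 then isoproterenol at EC100; 0% = low agonist plus stimulus and 100% = saturating agonist plus stimulus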
Ba/F3 V617F tox – reduced viability of JAK2V617F-dependent Ba/F3 cells, primary screen, JAK2V617F inhibitor project, cell-based, Ba/F3 EpoR-JAK2V617F, luminescence; AID 1446, 2008; 220,000 tested, 1.1% active; ATP luminescence; inhibition, % at 5.6 µM;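 active means inhibition above the campaign mean plus 3 SD over all tested compounds, cut at about 24% in these data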;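 further: cytokine-independent growth of Ba/F3 cells driven by EpoR plus mutant JAK2; 0% = DMSO-treated cells and 100% = JAK inhibitor I control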
An asterisk follows results filed as active.

O=c1c2c(nc3c(-c4cccc5ccccc45)c[nH]n13)CCC2 was read as NPY-Y1 antag 5, NCF1 inh -9, S1P4 ag -0.1, BaF3 tox 6, NPY-Y2 PAM-ag -5, CHOP inh 33, S1P4 antag 11, NPY-Y1 PAM-ag -12 and Ba/F3 V617F tox 2.
CC1C/C(=N\NC(=S)NCc2ccccc2)CC(C)(C)C1 (stereo not given) was read as NPY-Y1 antag 0, NCF1 inh -1, S1P4 ag -4.2, BaF3 tox 1, NPY-Y2 PAM-ag -6, CHOP inh 56, S1P4 antag 1, NPY-Y1 PAM-ag 5 and Ba/F3 V617F tox 0.
Cc1cc(C)c(NC(=O)COC(=O)c2ccc([N+](=O)[O-])s2)c(C)c1 was read as NPY-Y1 antag 1, NCF1 inh 7, S1P4 ag -1.6, BaF3 tox 3, NPY-Y2 PAM-ag 1, CHOP inh 11, S1P4 antag -9, NPY-Y1 PAM-ag -7 and Ba/F3 V617F tox 2.
`C=CCSc1nnc(-c2cccnc2)o1` gave NPY-Y1 antag 4, NCF1 inh -5, S1P4 ag 1.9, BaF3 tox 0, NPY-Y2 PAM-ag -7, CHOP inh 6, S1P4 antag -6, NPY-Y1 PAM-ag 19 and Ba/F3 V617F tox -4.
Screening CC1Cc2ccccc2N1C(=O)COC(=O)C1(c2ccccc2F)CCCC1 (stereo not given) returned NPY-Y1 antag 6, NCF1 inh 13, S1P4 ag -1.1, BaF3 tox 1, NPY-Y2 PAM-ag -2, CHOP inh 27, S1P4 antag -6, NPY-Y1 PAM-ag -10 and Ba/F3 V617F tox 5.
`COc1ccc(NC(=O)C(c2ccc(C)cc2)N(C)C(=O)c2cnccn2)cc1` (stereo not given) gave NPY-Y1 antag -3, NCF1 inh 0, S1P4 ag 2.4, BaF3 tox 2, NPY-Y2 PAM-ag 0, CHOP inh 29, S1P4 antag -6, NPY-Y1 PAM-ag 3 and Ba/F3 V617F tox -2.
Screening COC(=O)c1cc(C(=O)OC)n(Cc2ccc(F)cc2)n1 returned NPY-Y1 antag 9, NCF1 inh -2, S1P4 ag -0.5, BaF3 tox 4, NPY-Y2 PAM-ag -18, CHOP inh -9, S1P4 antag -2, NPY-Y1 PAM-ag 1 and Ba/F3 V617F tox 0.
For O=C(/C=N/O)NCCN1CCCCC1 the results were NPY-Y1 antag 0, NCF1 inh -16, S1P4 ag -2.9, BaF3 tox 2, NPY-Y2 PAM-ag 3, CHOP inh -10, S1P4 antag -6, NPY-Y1 PAM-ag 6 and Ba/F3 V617F tox 4.
Screening CCCN1Cc2cccc(C(=O)NCc3ccccc3OC)c2C1=O returned NPY-Y1 antag -6, NCF1 inh 4, S1P4 ag -1.7, BaF3 tox 5, NPY-Y2 PAM-ag 14, CHOP inh 19, S1P4 antag 6, NPY-Y1 PAM-ag -3 and Ba/F3 V617F tox -4.
Screening Cc1ccc(-n2ncc(C(=O)O)c2C2CCN(C(=O)OC(C)(C)C)CC2)cc1 returned NPY-Y1 antag 3, NCF1 inh 1, S1P4 ag 0.0, BaF3 tox 1, NPY-Y2 PAM-ag 16, CHOP inh -4, S1P4 antag -14, NPY-Y1 PAM-ag 4 and Ba/F3 V617F tox -1.
For CCOC(=O)N1CCC(n2c(SCC(=O)Nc3ccccc3OC)nc3ccccc3c2=O)CC1 the results were NPY-Y1 antag 14, NCF1 inh 0, S1P4 ag 2.3, BaF3 tox 2, NPY-Y2 PAM-ag -5, CHOP inh 17, S1P4 antag -13, NPY-Y1 PAM-ag -7 and Ba/F3 V617F tox -1.
For Cc1cc(=O)oc2cc(OCC(=O)NCCc3nc4ccccc4[nH]3)ccc12 the results were NPY-Y1 antag -3, NCF1 inh 15, S1P4 ag -0.6, BaF3 tox 2, NPY-Y2 PAM-ag 7, CHOP inh 8, S1P4 antag 1, NPY-Y1 PAM-ag 11 and Ba/F3 V617F tox 1.
Screening Cc1ccc(C(=O)NNC(=O)Cc2ccccc2)cc1 returned NPY-Y1 antag 2, NCF1 inh -14, S1P4 ag -0.2, BaF3 tox 5, NPY-Y2 PAM-ag -8, CHOP inh 30, S1P4 antag -6, NPY-Y1 PAM-ag -19 and Ba/F3 V617F tox -2.
For CCCC(C)NC(=O)CSc1nnc2ccccn12 (stereo not given) the results were NPY-Y1 antag -2, NCF1 inh -1, S1P4 ag -1.3, BaF3 tox -4, NPY-Y2 PAM-ag 11, CHOP inh -9, S1P4 antag -13, NPY-Y1 PAM-ag 7 and Ba/F3 V617F tox -8.
`COc1ccc(C(=O)NNC(=O)CSc2nc3c([nH]2)c(=O)n(C)c(=O)n3C)cc1` gave NPY-Y1 antag 1, NCF1 inh 12, S1P4 ag 0.9, BaF3 tox 1, NPY-Y2 PAM-ag 4, CHOP inh 20, S1P4 antag 9, NPY-Y1 PAM-ag 1 and Ba/F3 V617F tox -1.
Screening Cc1c(-c2ccc(F)cc2)[n+](=O)c2c(n1[O-])CCCCC2 returned NPY-Y1 antag -3, NCF1 inh 0, S1P4 ag 0.8, BaF3 tox 2, NPY-Y2 PAM-ag 11, CHOP inh 5, S1P4 antag -8, NPY-Y1 PAM-ag 18 and Ba/F3 V617F tox -3.
For CCCOc1ccc(OCCSc2nnc(N)s2)cc1 the results were NPY-Y1 antag -1, NCF1 inh -6, S1P4 ag -3.9, BaF3 tox 40*, NPY-Y2 PAM-ag 9, CHOP inh 13, S1P4 antag 10, NPY-Y1 PAM-ag -3 and Ba/F3 V617F tox 24*.
For CCC(C)NC(=O)Nc1ccc(Br)cc1Cl (stereo not given) the results were NPY-Y1 antag -3, NCF1 inh 1, S1P4 ag 0.3, BaF3 tox 4, NPY-Y2 PAM-ag 13, CHOP inh 6, S1P4 antag -4, NPY-Y1 PAM-ag -2 and Ba/F3 V617F tox -2.
For O=C(CCN1C(=O)C2C3C=CC(C4CC34)C2C1=O)Oc1cccc2cccnc12 (stereo not given) the results were NPY-Y1 antag -5, NCF1 inh -2, S1P4 ag -1.4, BaF3 tox -2, NPY-Y2 PAM-ag 14, CHOP inh 48, S1P4 antag 8, NPY-Y1 PAM-ag -2 and Ba/F3 V617F tox -4.
For CCc1ccc(CN(C)Cc2nc(COc3ccccc3)no2)nc1 the results were NPY-Y1 antag 2, NCF1 inh 0, S1P4 ag -0.3, BaF3 tox 8, NPY-Y2 PAM-ag -2, CHOP inh -2, S1P4 antag -11, NPY-Y1 PAM-ag -6 and Ba/F3 V617F tox 4.
Screening Cc1ccccc1-c1nc(CS(=O)(=O)CC(=O)Nc2cc(F)ccc2F)c(C)o1 returned NPY-Y1 antag -2, NCF1 inh -17, S1P4 ag -0.6, BaF3 tox 7, NPY-Y2 PAM-ag 9, CHOP inh 78*, S1P4 antag -8, NPY-Y1 PAM-ag -14 and Ba/F3 V617F tox -2.
`Cc1ccc2c(c1)C1CN(C)CCC1N2CC(=O)N(C)c1ccccc1` (stereo not given) gave NPY-Y1 antag 0, NCF1 inh 1, S1P4 ag 0.0, BaF3 tox 2, NPY-Y2 PAM-ag 19, CHOP inh -8, S1P4 antag -9, NPY-Y1 PAM-ag 8 and Ba/F3 V617F tox -3.
Screening CCN1C(=O)/C(=C\N2CCN(c3ccc(F)cc3)CC2)SC1=S returned NPY-Y1 antag 3, NCF1 inh 0, S1P4 ag 1.4, BaF3 tox 4, NPY-Y2 PAM-ag 7, CHOP inh 9, S1P4 antag 7, NPY-Y1 PAM-ag -9 and Ba/F3 V617F tox 3.
For CCOC(=O)c1cnn2c(C(F)(F)F)cc(-c3ccco3)nc12 the results were NPY-Y1 antag 3, NCF1 inh -12, S1P4 ag 0.3, BaF3 tox 0, NPY-Y2 PAM-ag 12, CHOP inh 4, S1P4 antag 12, NPY-Y1 PAM-ag -17 and Ba/F3 V617F tox -3.
`Cc1ccc(/C=N\NC(=O)C2CN(S(=O)(=O)c3ccccc3)CCN2S(=O)(=O)c2ccccc2)cc1` (stereo not given) gave NPY-Y1 antag 1, NCF1 inh -4, S1P4 ag 5.7, BaF3 tox 5, NPY-Y2 PAM-ag -3, CHOP inh 33, S1P4 antag -5, NPY-Y1 PAM-ag -2 and Ba/F3 V617F tox -3.
`Cc1cc(N/C(=N\S(=O)(=O)c2ccc(F)cc2F)c2ccccc2)no1` gave NPY-Y1 antag 1, NCF1 inh -13, S1P4 ag -1.0, BaF3 tox 2, NPY-Y2 PAM-ag -13, CHOP inh 35, S1P4 antag -9, NPY-Y1 PAM-ag -3 and Ba/F3 V617F tox 0.
Screening C[n+]1ccn(CC(=O)c2ccc(Br)cc2)c1 returned NPY-Y1 antag -2, NCF1 inh 2, S1P4 ag 0.2, BaF3 tox 7, NPY-Y2 PAM-ag 14, CHOP inh 11, S1P4 antag 2, NPY-Y1 PAM-ag -18 and Ba/F3 V617F tox 1.
`CCn1c2ccccc2c2cc(/C=N/n3cn[nH]c3=S)ccc21` gave NPY-Y1 antag 11, NCF1 inh -17, S1P4 ag 1.4, BaF3 tox 1, NPY-Y2 PAM-ag -13, CHOP inh 19, S1P4 antag -20, NPY-Y1 PAM-ag -20 and Ba/F3 V617F tox -1.
CN(Cc1nc(-c2cccs2)no1)CC1(N2CCOCC2)CCCCC1 was read as NPY-Y1 antag 6, NCF1 inh -1, S1P4 ag -0.4, BaF3 tox 3, NPY-Y2 PAM-ag -5, CHOP inh 19, S1P4 antag -10, NPY-Y1 PAM-ag -14 and Ba/F3 V617F tox -1.
Screening CN(C)c1ccc(/C=N/NC(=O)c2cccc(C(=O)N/N=C/c3ccc(N(C)C)cc3)n2)cc1 returned NPY-Y1 antag -2, NCF1 inh 2, S1P4 ag 0.4, BaF3 tox 6, NPY-Y2 PAM-ag -8, CHOP inh -2, S1P4 antag -11, NPY-Y1 PAM-ag 0 and Ba/F3 V617F tox -2.
For CSc1ccc(/C=N/Nc2nc(C)cc(=O)[nH]2)cc1 the results were NPY-Y1 antag 2, NCF1 inh -8, S1P4 ag -0.1, BaF3 tox 2, NPY-Y2 PAM-ag -8, CHOP inh 9, S1P4 antag -4, NPY-Y1 PAM-ag 0 and Ba/F3 V617F tox 1.
`COc1ccc(-c2ccc(NCCC3=CCCCC3)nn2)cc1OC` gave NPY-Y1 antag -1, NCF1 inh -14, S1P4 ag -0.3, BaF3 tox 7, NPY-Y2 PAM-ag -7, CHOP inh 14, S1P4 antag 4, NPY-Y1 PAM-ag -8 and Ba/F3 V617F tox 1.
CCOC(=O)N1CCN(C(c2ccc(F)cc2)c2sc3nc(C)nn3c2O)CC1 (stereo not given) was read as NPY-Y1 antag -2, NCF1 inh 0, S1P4 ag 0.4, BaF3 tox 2, NPY-Y2 PAM-ag 6, CHOP inh -27, S1P4 antag 0, NPY-Y1 PAM-ag 11 and Ba/F3 V617F tox -4.

Screens: PubChem, several laboratories
